# Source: PubChem BioAssay (several laboratories)
# PPARg SRC-1 ag = PPARgamma-driven SRC-1 recruitment agonism; activation, % at 8 µM; PPARgamma-SRC-1 coactivator recruitment biochemical assay; 200,000 tested, 0.41% active; in the data active = activation above about 19%;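 also: 0% = DMSO and 100% = reference agonist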
# S1P3 antagonist = antagonists of human S1P3 receptor; Q99500; CHO S1P3 NFAT-BLA reporter, FRET fluorescence, antagonist mode; inhibition, % at 4.98 µM; 170,000 tested, 0.27% active; AID 485;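 active = inhibition above the plate cutoff, the mean inhibition of test wells on that plate plus 3 SD, cut at about 28% in these data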;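 also: cells challenged with S1P at its EC80 of 0.8 µM; blue over green emission ratio from cleaved BLA substrate after 4 h stimulation; 0% = S1P-stimulated wells and 100% = unstimulated DMSO-only wells; some compounds past the cut are filed as inactive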
# Target sequence (Q99500 whole entry, looked up): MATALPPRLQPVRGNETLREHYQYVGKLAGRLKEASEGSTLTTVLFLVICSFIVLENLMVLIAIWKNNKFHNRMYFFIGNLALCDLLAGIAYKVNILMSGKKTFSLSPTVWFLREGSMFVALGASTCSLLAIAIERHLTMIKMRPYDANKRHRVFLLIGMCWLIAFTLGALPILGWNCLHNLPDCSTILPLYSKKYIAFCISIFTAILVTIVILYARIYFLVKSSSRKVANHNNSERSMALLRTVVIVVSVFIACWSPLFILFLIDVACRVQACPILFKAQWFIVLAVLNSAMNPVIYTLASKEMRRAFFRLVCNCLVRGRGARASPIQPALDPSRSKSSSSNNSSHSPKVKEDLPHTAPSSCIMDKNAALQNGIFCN
# bIAP inhibitor = intestinal alkaline phosphatase (bovine) inhibition. purified bovine IAP, CDP-star luminescence, 30 min. inhibition, % at 20 µM. 190,000 tested, under 10 active. AID 1019;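 active = over 50% inhibition of intestinal alkaline phosphatase at 20 µM in the single-dose screen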
#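 System: purified bovine intestinal alkaline phosphatase (IAP) enzyme; Input: IAP diluted 1/65,000,000 in the well; Measured by: CDP-star luminescence signal; Compound dosing: 20 µM single dose; Incubation: 30 min reaction at room temperature.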
# PPARg SRC-3 ag = agonists of human PPARgamma SRC-3 coactivator recruitment. P37231. biochemical PPARgamma/SRC-3 coactivator recruitment assay. activation, % at 8 µM. 200,000 tested, 0.26% active. AID 731; in the data active = activation above about 23%;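 also: 0% = DMSO and 100% = reference agonist; some compounds past the cut are filed as inactive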
# Lmaj promast = inhibitors of Leishmania major promastigote growth | Leishmania major promastigotes, resazurin fluorescence viability | 200,000 tested, 9% active | inhibition, % at 10 µM | AID 1063; in the data active = inhibition above about 50%;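 also: promastigotes grown with compound for 44 hours at 28 °C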
# DTT redox prof = compounds producing H2O2 with reducing agent – biochemical, NIH compound library profiling, artefact control for MLSCN library redox annotation, primary screen; DTT-dependent redox cycling H2O2, phenol red/HRP absorbance; 100% = 100 µM peroxide control, 0% = buffer; activation, % at 10 µM; 200,000 tested, 0.03% active; AID 878;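 active = activation of at least 50% relative to the plate's high and low controls in the primary single-dose screen; inactive = activation below 50%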;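 also: compound incubated with DTT at 0.8 mM final as the reducing agent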
# ROMK mod = human ROMK K+ channel modulation, primary screen; Tet-inducible ROMK, thallium flux fluorescence; actives lie on both sides; B-score at 10 µM; 130,000 tested, 2% active; AID 1918;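 active = signal ratio slope over the read window, or its plate-corrected B-score, at least 3 SD from the plate mean, either direction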;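 also: B-score of the F/F0 ratio slope over 7 to 12 s after thallium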
# Target sequence (P48048 whole entry, looked up): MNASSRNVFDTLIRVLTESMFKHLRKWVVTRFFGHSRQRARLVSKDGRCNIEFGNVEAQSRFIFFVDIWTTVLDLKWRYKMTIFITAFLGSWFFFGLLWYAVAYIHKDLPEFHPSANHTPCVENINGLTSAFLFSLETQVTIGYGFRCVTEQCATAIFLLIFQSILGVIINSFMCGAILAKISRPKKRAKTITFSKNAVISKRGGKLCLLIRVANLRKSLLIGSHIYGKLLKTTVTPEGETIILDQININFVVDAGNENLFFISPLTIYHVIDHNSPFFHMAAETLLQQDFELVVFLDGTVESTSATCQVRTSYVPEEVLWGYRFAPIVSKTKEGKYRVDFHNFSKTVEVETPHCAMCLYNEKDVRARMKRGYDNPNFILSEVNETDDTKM
# TLR4-MyD88 BLA = blocks binding of human TLR4 to MyD88; inhibition, % at 8.4 µM; HeLa CL3-4 TLR4/MyD88 BLA complementation, FRET ratio; O00206+Q99836; 200,000 tested, 0.18% active; in the data active = inhibition above about 25%;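 also: 0% = vehicle and 100% = reference inhibitor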
# bIAP activator = increases bovine intestinal alkaline phosphatase activity; purified bovine IAP, CDP-star luminescence, 30 min; stronger effect = higher value; fold of DMSO-control signal, blank-subtracted; activation factor at 20 µM; 200,000 tested, 0.17% active; AID 1016;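 active = activation factor of 2 or more at 20 µM, a signal rise over negative controls twice the positive control's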
# SRC2 TRFRET art = counter-screen for PPARgamma SRC-2 recruitment agonists: TR-FRET artefact; TR-FRET ratio at 8 µM; stronger effect = higher value; AID 1049; 200,000 tested, 0.4% active; in the data active = TR-FRET ratio above about 2000; also: inactives centre near 1500; reference of the scale not given here
# PPARg SRC-2 ag = promotes SRC-2 coactivator recruitment by human PPARgamma; P37231; PPARgamma LBD-SRC-2 recruitment, biochemical; activation, % at 8 µM; 200,000 tested, 0.34% active; AID 1032; in the data active = activation above about 22%;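 also: 0% = vehicle and 100% = reference agonist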
# * marks the source's active call; other numbers are inactive results; x = not tested or not shown.
[1] CCN(CC(=O)NCc1ccc(Cl)cc1)S(=O)(=O)c1ccc(NC(C)=O)cc1
[2] CSc1ccc(/C=N/NC(=O)c2ccc(O)cc2)cc1
[3] COc1cccc(N2CCN(C(=O)c3c(C)nn(-c4ccccc4)c3C)CC2)c1
[4] CC1CCCCN1CC(=O)Nc1ccc(N2CCCCCC2)cc1 (stereo not drawn)
[5] Cn1c(Cl)nc2ccccc21
[6] COc1ccc(S(=O)(=O)NCC2CCCN(C(=O)CC3CCCC3)C2)cc1 (stereo not drawn)
[7] CCc1ccc2c(c1)c(N=NC1=NC(=O)CS1)c(O)n2CC
[8] Cc1[nH]c2ccccc2c1C(C[N+](=O)[O-])c1ccco1 (stereo not drawn)
[9] O=C1COCCOCCOCCOCC(=O)NCCN1
[10] CCCOc1ccc(C2C(C(=O)c3ccco3)=C(O)C(=O)N2CCN2CCOCC2)cc1OC (stereo not drawn)
Compound	1	2	3	4	5	6	7	8	9	10
PPARg SRC-1 ag	9	9	10	4	8	2	-2	5	10	0
S1P3 antagonist	-5	-1	-14	10	-3	-10	x	-18	-8	-16
bIAP inhibitor	5	15	-16	-49	11	-12	9	24	-2	3
PPARg SRC-3 ag	2	4	3	4	-2	-1	8	5	2	5
Lmaj promast	-2	96*	-2	25	-4	9	-3	14	-5	-4
DTT redox prof	-2.5	0.9	-0.8	-0.3	0.4	-0.4	1.1	-0.1	0.0	-3.1
ROMK mod	0.088	x	-0.16	-0.17	x	-0.59	x	0.24	1.3	0.22
TLR4-MyD88 BLA	-10	8	-12	-10	5	0	-11	2	2	-3
bIAP activator	1	0.8	1.2	1.5	0.9	1.1	0.9	0.8	1	1
SRC2 TRFRET art	1722	1852	1665	1761	1434	1381	1689	1517	1618	1694
PPARg SRC-2 ag	4	0	11	2	6	-5	5	-2	1	3

[11] CSCCC(NC(=O)c1ccc(Cl)cc1)C(=O)OCC(=O)c1ccc[nH]1 (stereo not drawn)
[12] O=C(COC(=O)c1c(Cl)ccc(Cl)c1Cl)NC(=O)NCc1ccccc1
[13] COc1ccc(CCN=C(N)NS(=O)(=O)c2ccc(F)cc2)cc1
[14] Cc1ccc(N2CN=c3s/c(=C\c4cccnc4)c(=O)n3C2)cc1
[15] COCCn1c(SCc2nc3sc(C(=O)OC)c(C)c3c(=O)[nH]2)nc2ccccc21
[16] Cc1nc2ccccc2n1CC(O)COCC1CC=CCC1 (stereo not drawn)
[17] Cc1ccsc1C1C(C#N)=C(N)N(N(C)C)C2=C1C(=O)CCC2 (stereo not drawn)
[18] CCc1ccc(C(=O)COC(=O)c2ccc(-c3nnc(-c4ccccc4)o3)cc2)cc1
[19] Cc1ccc2c(c1)NC(=O)C(CC(=O)NC1CCCCC1C)O2 (stereo not drawn)
[20] Cc1ccc2c(c1)N(CCCC(=O)NCCCN1CCCC1=O)C(=O)CO2
Compound	11	12	13	14	15	16	17	18	19	20
PPARg SRC-1 ag	12	0	4	14	5	-2	5	-2	1	4
S1P3 antagonist	-5	-6	-23	x	-17	x	-13	x	-46	-32
bIAP inhibitor	23	x	3	1	-4	0	-3	5	15	-6
PPARg SRC-3 ag	-1	0	2	-5	-8	2	5	7	11	3
Lmaj promast	13	79*	-2	18	-8	4	1	-5	-4	-9
DTT redox prof	0.1	0.8	0.7	0.0	1.3	0.0	-0.6	-6.0	-0.6	-0.6
ROMK mod	x	-0.12	-2.8	-0.8	x	-1.1	0.27	x	x	-1.9
TLR4-MyD88 BLA	-13	5	-13	5	-6	-2	9	-4	-5	3
bIAP activator	0.8	0.4	1	1	1	1	1	1	0.8	1.1
SRC2 TRFRET art	1477	1415	1601	1690	1675	1526	1612	1561	1613	1523
PPARg SRC-2 ag	-2	-2	-7	-6	11	1	2	7	4	16

[21] COc1ccc(/C=N/NC(=O)C2CCN(c3ncc(C(F)(F)F)cc3Cl)CC2)cc1
[22] CCn1nnnc1SCC(=O)Nc1cc(OC)cc(OC)c1
[23] CC(C)n1cnnc1SCC(=O)Nc1ccc(Br)cc1F
[24] COc1cc(OC)cc(C(=O)N2CCN(C3CCN(Cc4ccccc4)CC3)CC2)c1
[25] O=C(Cn1c(O)c(/C=C2\C=Nc3ccccc32)sc1=O)N1CCOCC1
[26] O=C(Nc1ccccc1C(F)(F)F)c1ccccc1Br
[27] CCOC(=O)C1=NNC(C(=O)c2ccc(Cl)cc2)C1c1ccccc1 (stereo not drawn)
[28] O=C(O)C1Cc2ccccc2CN1C(=O)CSc1nnc2ccccn12 (stereo not drawn)
[29] COc1ccc(-n2c(SCC(=O)N3CCc4ccccc43)nnc2-c2c[nH]c3ccccc23)cc1
[30] COc1ccc(N2CCN(C(=O)/C=C/c3ccco3)CC2)cc1
Compound	21	22	23	24	25	26	27	28	29	30
PPARg SRC-1 ag	4	3	9	2	1	-2	0	7	1	-8
S1P3 antagonist	x	-46	-22	x	-14	-7	6	1	-7	-1
bIAP inhibitor	4	-1	-1	-20	-8	-19	-9	8	26	0
PPARg SRC-3 ag	3	13	4	-7	7	0	1	4	1	3
Lmaj promast	-3	-4	-10	14	-3	1	15	-4	4	1
DTT redox prof	2.9	-1.2	-0.2	0.3	-0.5	-0.1	-0.4	0.2	1.2	-2.2
ROMK mod	x	x	-0.48	-1	1.5	-1.1	-0.04	-0.55	1.4	0.15
TLR4-MyD88 BLA	1	-7	-1	-4	6	-8	10	-3	-11	-8
bIAP activator	1	1	1	1.2	1.1	1.2	1.1	0.9	0.7	1
SRC2 TRFRET art	1766	1723	1573	1490	1737	1442	1694	1655	1296	1551
PPARg SRC-2 ag	-6	6	2	8	8	-6	-4	4	7	-3

[31] COc1ccc2cc(C3NC(=O)c4ccccc4N3)c(Cl)nc2c1 (stereo not drawn)
[32] O=C(c1cccc(Cl)c1)N1CCN(C2CCCCCC2)CC1
[33] OC(CNCc1ccc(Cl)cc1)(c1ccccc1)c1ccc(F)cc1 (stereo not drawn)
[34] Cc1sc(-c2ccccn2)nc1OC(=O)c1ccc(Cl)c(Cl)c1
[35] COc1ccc(-c2noc(N(C)CC(=O)Nc3cccc(C(F)(F)F)c3)n2)cc1
[36] CC1Oc2ccccc2C=C1/C=C1/SC(N2CCOCC2)=NC1=O (stereo not drawn)
[37] COc1cccc2c3c(c(C)nc12)CC(C)O3 (stereo not drawn)
[38] CCCCN(C(=S)Nc1cccc(C)c1C)c1c(N)n(CCC)c(=O)[nH]c1=O
[39] CCN(CCCn1c(=S)[nH]c2ncccc2c1=O)c1ccccc1
[40] Cc1ccc(C(=O)NC(C)c2ccc(F)cc2)cc1 (stereo not drawn)
Compound	31	32	33	34	35	36	37	38	39	40
PPARg SRC-1 ag	6	-8	7	3	2	6	2	9	6	4
S1P3 antagonist	10	-14	4	x	-19	x	-24	-15	-1	-44
bIAP inhibitor	4	-6	29	6	12	4	2	1	-2	x
PPARg SRC-3 ag	8	-5	3	2	-3	1	5	3	-10	3
Lmaj promast	15	6	17	-9	2	-3	-3	12	0	-5
DTT redox prof	-0.1	2.0	-1.0	2.1	1.5	1.7	-2.7	0.4	1.4	0.1
ROMK mod	-0.52	x	-1.3	x	x	x	x	-0.69	x	x
TLR4-MyD88 BLA	-2	1	-1	-6	-10	-22	1	0	3	-17
bIAP activator	1	1.1	0.7	0.9	0.9	1	1	1	1	0.5
SRC2 TRFRET art	1740	1415	1793	1397	1671	1496	1479	1462	1689	1735
PPARg SRC-2 ag	12	-5	-3	2	4	0	7	2	1	12

# Profiles, looked up by structure:
# CC1CCCCN1CC(=O)Nc1ccc(N2CCCCCC2)cc1 (stereo not drawn) reads PPARg SRC-1 ag = 4; S1P3 antagonist = 10; bIAP inhibitor = -49; PPARg SRC-3 ag = 4; Lmaj promast = 25; DTT redox prof = -0.3; ROMK mod = -0.17; TLR4-MyD88 BLA = -10; bIAP activator = 1.5; SRC2 TRFRET art = 1761; PPARg SRC-2 ag = 2
# Cc1ccc(C(=O)NC(C)c2ccc(F)cc2)cc1 (stereo not drawn) reads PPARg SRC-1 ag = 4; S1P3 antagonist = -44; bIAP inhibitor = x; PPARg SRC-3 ag = 3; Lmaj promast = -5; DTT redox prof = 0.1; ROMK mod = x; TLR4-MyD88 BLA = -17; bIAP activator = 0.5; SRC2 TRFRET art = 1735; PPARg SRC-2 ag = 12

# Further entries
[41] CCC(CC)C(=O)c1c[nH]c(C(=O)NCCc2ccccn2)c1
[42] Cc1ccc(Cn2cc(SCC(=O)Nc3nccs3)c3ccccc32)cc1
[43] CCn1c(N2CCN(C(=O)C34CC5CC(CC(C5)C3)C4)CC2)nc2ccccc21
[44] O=C(CSc1nnc(-c2cccs2)n1-c1ccccc1)N1CCc2ccccc21
[45] N=C1CCCN1CC(=O)c1cccs1
[46] O=C(Nc1cccc(C(F)(F)F)c1)c1cccnc1N1CCOCC1
[47] O=C(/C=C/Nc1ccc(Nc2ccccc2)cc1)c1cccs1
[48] O=C(CCC(=O)N1CCN(S(=O)(=O)c2ccc(Cl)cc2)CC1)Nc1ccc2ccccc2c1
Compound	41	42	43	44	45	46	47	48
PPARg SRC-1 ag	7	-5	1	30*	9	-1	16	-9
S1P3 antagonist	x	x	22	9	-4	12	3	-2
bIAP inhibitor	7	14	-2	x	-14	-7	-7	23
PPARg SRC-3 ag	-3	2	-2	-4	1	-4	5	-2
Lmaj promast	-5	0	31	33	-3	-10	-2	81*
DTT redox prof	-7.1	-0.9	-0.1	1.8	0.1	-0.5	-0.9	0.9
ROMK mod	x	x	x	x	0.25	0.11	0.7	-0.86
TLR4-MyD88 BLA	3	5	-4	1	-18	6	13	2
bIAP activator	0.9	0.9	1	x	1.1	1.1	1.1	0.8
SRC2 TRFRET art	1481	2880*	1575	1416	1585	1525	1656	1369
PPARg SRC-2 ag	-1	-2	4	6	5	7	8	6

# Of the compounds above, these have fluorine.
[13] COc1ccc(CCN=C(N)NS(=O)(=O)c2ccc(F)cc2)cc1
[21] COc1ccc(/C=N/NC(=O)C2CCN(c3ncc(C(F)(F)F)cc3Cl)CC2)cc1
[23] CC(C)n1cnnc1SCC(=O)Nc1ccc(Br)cc1F
[26] O=C(Nc1ccccc1C(F)(F)F)c1ccccc1Br
[33] OC(CNCc1ccc(Cl)cc1)(c1ccccc1)c1ccc(F)cc1 (stereo not drawn)
[35] COc1ccc(-c2noc(N(C)CC(=O)Nc3cccc(C(F)(F)F)c3)n2)cc1
[40] Cc1ccc(C(=O)NC(C)c2ccc(F)cc2)cc1 (stereo not drawn)
[46] O=C(Nc1cccc(C(F)(F)F)c1)c1cccnc1N1CCOCC1
Compound	13	21	23	26	33	35	40	46
PPARg SRC-1 ag	4	4	9	-2	7	2	4	-1
S1P3 antagonist	-23	x	-22	-7	4	-19	-44	12
bIAP inhibitor	3	4	-1	-19	29	12	x	-7
PPARg SRC-3 ag	2	3	4	0	3	-3	3	-4
Lmaj promast	-2	-3	-10	1	17	2	-5	-10
DTT redox prof	0.7	2.9	-0.2	-0.1	-1.0	1.5	0.1	-0.5
ROMK mod	-2.8	x	-0.48	-1.1	-1.3	x	x	0.11
TLR4-MyD88 BLA	-13	1	-1	-8	-1	-10	-17	6
bIAP activator	1	1	1	1.2	0.7	0.9	0.5	1.1
SRC2 TRFRET art	1601	1766	1573	1442	1793	1671	1735	1525
PPARg SRC-2 ag	-7	-6	2	-6	-3	4	12	7
